Source: PubChem BioAssay (National Center for Advancing Translational Sciences (NCATS))
Apoferritin bind – binds horse apoferritin like a general anesthetic | apoferritin/1-aminoanthracene competitive binding, fluorescence | Potency, µM (series often up to 77.5 µM), without a hit: at the top dose activity change, negative = displacement, hits mostly inhibitors | actives 0.074% (n = 350,000) | AID 485281; also: potency is read from the fitted curve at half-maximal effect; % is scaled to controls: 0 for no effect and ±100 for the full control effect; nearly all actives have a fitted effect of over 20% in size
Target sequence (P02791 2-175 limits assumed): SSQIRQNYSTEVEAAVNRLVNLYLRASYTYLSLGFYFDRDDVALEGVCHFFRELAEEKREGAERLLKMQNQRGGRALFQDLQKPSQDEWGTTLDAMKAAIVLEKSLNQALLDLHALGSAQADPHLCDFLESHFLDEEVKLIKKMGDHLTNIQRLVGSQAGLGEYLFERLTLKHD
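In PBS, apoferritin at 10 uM is loaded with 1-AMA from a 50% saturated solution. After 10 min of compound exposure at ambient temperature, reduced 535 nm fluorescence indicates probe displacement.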
ERG-DNA inh – inhibitors of human ERG Ets domain-DNA interaction. P11308. fluorescence polarization, His-ERG Ets domain / labelled DNA. Potency, µM (series often up to 76.9 µM), without a hit: at the highest dose FP activity, negative = inhibition, actives largely listed as inhibitors. actives 0.028% (n = 370,000); active = well fitted inhibition curve with a large enough effect in the polarisation, with a control signal flat; inconclusive = small, poorly fitted or top-dose-only effect, or effect the other way, or a change in a side signal; inactive = no such curve, though single readings can be large or run the other way; the % refers to the polarisation;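 also: polarization taken with two DNA probes labelled with fluorescein and Texas red; potency is read from the fitted curve at half-maximal effect; % of control where 0% means no effect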
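His-tagged ERG Ets domain (1 uM in the protein solution; 300mM KCl, 50mM Tris-HCl, 1mM EDTA, 1mM DTT, pH 7.5) received compound, then a probe mix of 5 nM fluorescein-DNA and 100nM Texas-615-DNA. Fluorescence polarization was read for both dyes.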
Pol iota inh – DNA polymerase iota (human) inhibition. Q9UNA4. Pol iota fluorescent replication assay, 10 min. Potency, µM (doses to about 115 µM), without a hit: top-dose activity, negative = inhibition, actives largely listed as inhibitors. actives 1% (n = 390,000); also: potency is read from the fitted curve at half-maximal effect
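Pol iota at 10 nM preincubated 15 min with compounds at room temperature; reaction started with fluorescent substrate, 50 nM final. Fluorescence read kinetically at 0 and 10 min; buffer-only wells as negative control.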
BLM inh – Bloom syndrome helicase (human) inhibition. actives 0.2% (n = 350,000). Potency, µM (series often up to 56.1 µM), inactives show top-dose activity change, negative = inhibition, actives largely listed as inhibitors. P54132. recombinant BLM DNA unwinding, fluorescence dequenching;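 also: potency is read from the fitted curve at half-maximal effect; plate controls were vehicle for no effect and no enzyme for full effect; nearly all actives have a fitted effect of over 35% in size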
TRHR ag – TRH receptor (human) agonism. P34981. TRHR cells, calcium flux fluo-8, FDSS agonist mode. activation, % at 2 µM. actives 0.18% (n = 360,000); in the data active = activation above about 30%; also: 0% is about no effect
Target sequence (P34981 whole entry, looked up): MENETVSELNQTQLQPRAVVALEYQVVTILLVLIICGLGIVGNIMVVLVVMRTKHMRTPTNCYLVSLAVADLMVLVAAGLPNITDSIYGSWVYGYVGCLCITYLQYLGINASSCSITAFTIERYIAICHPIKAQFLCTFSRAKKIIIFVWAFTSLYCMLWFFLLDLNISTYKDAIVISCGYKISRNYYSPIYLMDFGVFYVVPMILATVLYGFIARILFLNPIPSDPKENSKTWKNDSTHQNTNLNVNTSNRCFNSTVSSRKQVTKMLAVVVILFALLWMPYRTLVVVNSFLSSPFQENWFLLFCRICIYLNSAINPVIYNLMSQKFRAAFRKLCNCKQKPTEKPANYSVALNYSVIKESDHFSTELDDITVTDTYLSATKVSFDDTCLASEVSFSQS
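Agonist-mode FDSS calcium read (Ex 480/Em 530, 1 s cycles) in 1536-well TRHR cells with fluo-8 dye, after 10-cycle baseline and 23 nL compound addition; TRH at EC20 (10 nM final) added afterwards for the enhancer phase.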
Pol kappa inh – blocks human DNA polymerase kappa activity. AID 588579. actives 0.53% (n = 400,000). Potency, µM (titrated, usually from 107 µM), for the others: at the highest dose activity, negative = inhibition, actives largely listed as inhibitors. purified Pol kappa, fluorescent DNA synthesis assay, 10 min; also: potency is read from the fitted curve at half-maximal effect; % is scaled to controls: 0 for no effect and ±100 for the full control effect
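Enzyme at 10 nM met test compounds for 15 min at room temperature. Substrate addition (50 nM final) began the reaction, which was monitored by fluorescence at 0 and 10 min.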
APE1 inh – APE1 (human) endonuclease inhibition. P27695. recombinant APE1, TAMRA/BHQ-2 abasic DNA cleavage fluorescence. Potency, µM (series often up to 65.8 µM), without a hit: at the top dose activity change, negative = inhibition, actives largely listed as inhibitors. actives 0.35% (n = 350,000). AID 2517;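 also: potency is read from the fitted curve at half-maximal effect; plate controls were vehicle for no effect and reference inhibitor for full effect; nearly all actives have a fitted effect of over 55% in size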
Target sequence (P27695 whole entry, looked up): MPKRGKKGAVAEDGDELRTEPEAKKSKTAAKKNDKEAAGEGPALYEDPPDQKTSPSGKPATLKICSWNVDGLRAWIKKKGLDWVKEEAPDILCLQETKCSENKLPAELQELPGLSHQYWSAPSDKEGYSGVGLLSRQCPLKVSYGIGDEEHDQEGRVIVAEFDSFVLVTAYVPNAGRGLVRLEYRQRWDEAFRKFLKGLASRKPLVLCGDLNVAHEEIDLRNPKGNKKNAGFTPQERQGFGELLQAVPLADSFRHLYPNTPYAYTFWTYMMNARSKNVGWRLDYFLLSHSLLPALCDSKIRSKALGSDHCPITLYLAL
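Incision of a quenched TAMRA/BHQ-2 THF abasic-site duplex (50 nM) by 0.75 nM APE1, after 15 min compound preincubation, measured as fluorescence increase over three 60 s reads. Values normalized to buffer, DMSO and NSC13755 control wells.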
POLB inh – inhibitors of human DNA polymerase beta; Pol beta primer extension/strand displacement, fluorescence kinetic; Potency, µM (titrated, usually from 114 µM), without a hit: top-dose activity change, negative = inhibition, actives largely listed as inhibitors; actives 1.3% (n = 340,000); also: potency is read from the fitted curve at half-maximal effect; % is scaled to controls: 0 for no effect and ±100 for the full control effect
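Enzyme-only controls used 10 nM Pol beta; buffer lacking enzyme served as negative control. Compound preincubated 15 min, then 50 nM substrate added; 0 and 10 min reads at room temperature.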
12-LOX inh – ALOX12 (human) lipoxygenase inhibition | P18054 | purified 12hLO, xylenol orange hydroperoxide absorbance | Potency, µM (top dose mostly 108 µM), without a hit: at the top dose activity change, negative = inhibition, hits mostly inhibitors | actives 1.1% (n = 580,000); also: potency is read from the fitted curve at half-maximal effect; % is scaled to controls: 0 for no effect and ±100 for the full control effect
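Purified human 12hLO (150 nM final) in 25 mM Hepes, 0.01% Triton X-100, pH 7.0 was preincubated 15 min at room temperature with compound. Then 40 uM arachidonic acid was added, 30 min. Hydroperoxide was read by Fe-XO absorbance ratio 573/405 nm.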
Numbers without * were called inactive; u = inconclusive; x = no result given; & = joins results of further samples; [ ] = another dose, or the depositor's remark. Unless noted, calls follow the shape of the dose curve; as a rule, active = well fitted curve in the direction sought with a large enough effect; inconclusive = small, poorly fitted or top-dose-only effect, or another doubt; inactive = no such curve, though single readings can be large; an effect the other way counts as inactive or inconclusive. These rows are one share of the data; the hit share may differ from the screen's.

SMILES	Apoferritin bind	ERG-DNA inh	Pol iota inh	BLM inh	TRHR ag	Pol kappa inh	APE1 inh	POLB inh	12-LOX inh
C#CC(C)(CC)NC(=O)c1cc2c(n(-c3ccc(Cl)cc3)c1=O)CC(C)(C)CC2=O (stereo not drawn)	u	15%	58%[activator]	-5%	-2.5	-16%	x	32%	-11%
O=C(CSc1ncn[nH]1)NCc1ccccc1Cl	9%	4%	19%	1%	1.3	1%	-9%	46%	-18%
Cc1ccc(NC(=O)CN2C(=O)COc3ccc(S(=O)(=O)NC4CCCC4)cc32)cc1Cl	-2%	3%	-5%	-9%	0.6	-11%	x	-19%	-27%
O=C1NC(=O)/C(=C\c2ccc(Oc3cnccn3)cc2)S1	-1%	5%	51%[activator]	0%	-0.5	-3%	1%	0%	-15%
Brc1ccc(OCc2nnnn2-c2ccccc2)cc1	-2%	-1%	100%[activator]	-15%	0.8	-7%	-3%	-1%	-15%
COc1ccc(OC)c(NC(=O)CN2CCc3ccccc3C2)c1	2%	35%	5%	-7%	-0.3	-4%	10%	1%	-27%
Cc1ccc(NC(=O)c2ccc(OCc3c(C)noc3C)cc2)cc1	2%	x	x	-1%	0.3	x	-9%	100%	6%
O=C(Cn1nc2sc3ccccc3n2c(=O)c1=O)c1cccs1	-5%	-12%	-4%	-5%	-0.3	0%	-1%	-3%	64%[activator]
COc1ccc(NC(=O)CSC2=Nc3ccccc3C3=NC(CCC(=O)NCc4cccs4)C(=O)N23)cc1 (stereo not drawn)	-10%	1%	15%	1%	0.0	-2%[60.1 µM]	x	45%[activator]	u
C=CCN1c2ccccc2[C@]23C[C@@H](C(=O)OC)N(C(=O)c4ccco4)C2=NC(C(=O)OC)=C(C(=O)OC)[C@H]13	-7%	-15%	24%	-4%[12.4 µM]	-0.6	0%	1%[12.4 µM]	14%	0%
CCOC(=O)N1CCN(C(=O)C(CC)c2ccccc2)CC1 (stereo not drawn)	-3%	x	41%[activator]	0%	0.0	-15%	-2%	22%	-5%
Cc1cc(N2CCN(c3ccccc3)CC2)n2ncnc2n1	-7%	3%	154%[activator]	-5%	0.6	-13%	7%	9%	-4%
O=C(c1cc2cc(Br)cc(Br)c2oc1=O)N1CCCc2ccccc21	5%	x	x	0%	-0.5	x	-2%	78%	x
CCOC(=O)C1=C(C)N(CCO)C(=O)NC1c1cccc(O)c1 (stereo not drawn)	-3%	-4%	-13%	-2%	1.1	4%	11%	-2%	17%
O=C(N/N=C/c1ccccc1[N+](=O)[O-])c1cccs1	1%	21%	54%[activator]	-7%	-0.7	1%	-4%	u	414%[activator]
COc1ccc(C(CNC(=O)c2cc(=O)[nH]c3ccccc23)N2CCCC2)cc1 (stereo not drawn)	-20%	5%	17%	-4%	0.7	4%	-6%	0%	-12%
O=c1nc2n(c3cccc(Cl)c13)CCCCC2	0%	-13%	5%	-18%	0.2	-10%	14%	u	-7%
CCCCNC(=O)Cc1coc2ccc3ccccc3c12	-17%	-6%	8%	-6%	-0.4	-28%	-2%	14%	0%
CCn1c(NC(=O)/C=C/c2ccc(F)cc2)nc2ccccc21	-13%	2%	u	-1%	1.1	-28%	16%	0%	5%
CCCCCOc1ccc(C(=O)CCC(=O)N2CCCC2)cc1	-21%	12%	24%	-6%	-0.5	-5%	-9%	3%	-13%

Quoted at random: two records from the list
SMILES	Apoferritin bind	ERG-DNA inh	Pol iota inh	BLM inh	TRHR ag	Pol kappa inh	APE1 inh	POLB inh	12-LOX inh
CCOC(=O)N1CCN(C(=O)C(CC)c2ccccc2)CC1 (stereo not drawn)	-3%	x	41%[activator]	0%	0.0	-15%	-2%	22%	-5%
CCn1c(NC(=O)/C=C/c2ccc(F)cc2)nc2ccccc21	-13%	2%	u	-1%	1.1	-28%	16%	0%	5%

Later entries
SMILES	Apoferritin bind	ERG-DNA inh	Pol iota inh	BLM inh	TRHR ag	Pol kappa inh	APE1 inh	POLB inh	12-LOX inh
Cc1ccc(-c2nc(CS(=O)(=O)CC(=O)Nc3cc(F)ccc3F)c(C)o2)cc1	-18%	9%	u	-9%	-0.5	-6%	11%	1%	5%
CCOC(=O)/C(=C/C1=CC(=C/N(C)C)/C(=O)O1)C(C)=O	0%	5%	-6%	-3%	8.5	3%	-2%	19%	u
O=C(CN1CCN(Cc2ccccc2Cl)C1=O)NCC1CCCO1 (stereo not drawn)	0%	-4%	1%	2%	-0.2	-17%	-1%	0%	11%
COc1ccc(-c2cc(C(F)(F)F)n3nc(C(=O)Nc4cccc(C(F)(F)F)c4)c(Br)c3n2)cc1	258%[activator]	1%	5%	1%	-0.9	-2%	x	-9%	-5%
CCS(=O)(=O)c1ccc(O)c(NC(=O)CC2(CC(=O)O)CCCC2)c1	3%	-12%	-10%[58.9 µM]	0%	0.2	-15%	-1%	7%	u
Cc1c(CCC(=O)O)c(=O)oc2cc3occ(C(C)(C)C)c3cc12	-3%	-2%	5%	-1%	0.2	-9%	1%	3%	6%
COC(=O)c1cc(NC(=O)c2cccc(F)c2)cc(C(=O)OC)c1	-16%	-2%	26%	1%	0.1	-15%	0%	25%	-13%
CC(=O)N1c2ccc(S(=O)(=O)NCCC(=O)NC3CCCCCC3)cc2CC1C (stereo not drawn)	-14%	-2%	29%	2%	1.3	-2%	45%	-2%	-6%
COc1cc(-c2nc3nc(C)cc(C)n3c2Nc2ccc(Cl)cc2)ccc1O	2%	9%	-2%	-5%	2.5	-5%	x	-6%	-7%
Cc1cc(NC(=O)CCc2ccc(S(=O)(=O)N3CCOCC3)cc2)n(-c2ccccc2)n1	-12%	-13%	8%	5%	0.5	-11%	6%	-14%	4%
Cc1cc(-c2ccc(S(=O)(=O)N(C)c3ccc(C)c(C)c3)s2)on1	u	-3%	u	-7%	1.2	-7%	34%	22%	1%
O=[N+]([O-])c1cccc(-c2nc3ccc([N+](=O)[O-])cc3[nH]2)c1	-5%	1%	-16%	-3%	-0.9	-8%	-4%	-1%	0%
COc1cccc(OCCCOc2ccc([N+](=O)[O-])cc2Cl)c1	u	-9%	15%	-7%	0.8	-12%	-1%	7%	0%
CC1CCC(C(C)C)C(OCC(O)CN2CCCC(C)C2)C1 (stereo not drawn)	-6%	1%	-29%	3%	-0.5	-6%	4%	15%	-1%
CCCCN(C)C(=O)Cn1ncc2c3ccccc3n(CCC)c2c1=O	-5%	-12%	57%[activator]	-2%	-0.3	2%	-11%	34%	-1%
CCOc1ccc(NC(=O)N(C2CCCCC2)C(C)c2cccnc2)cc1 (stereo not drawn)	-11%	-1%	-1%	4%	-1.2	-25%	-2%	7%	14%
CCOc1cccc(-c2c(C(=O)N/N=C/c3ccc(C)s3)nnn2-c2nonc2N)c1	-13%	7%	-12%	-11%	-0.1	-7%	-2%	-16%	21%
COCCNC(=O)CSc1ccc(-c2nc3ccccc3[nH]2)cn1	-6%	7%	-14%	2%	0.1	1%	23%	28%	-9%
O=C(CN1CCCC1c1cccs1)Nc1cccc(S(=O)(=O)N2CCCC2)c1 (stereo not drawn)	x	3%	3%	x	-0.8	-12%	9%	x	-3%
CC(=O)NC(CCS(C)(=O)=O)C(=O)Nc1ccccc1Cl (stereo not drawn)	-5%	-8%	-8%	1%	0.7	1%	-2%	7%	0%&6%
Nn1c(SCC(=O)Nc2ccccc2F)nc2ccccc2c1=O	2%	-6%	14%	-2%	-1.1	-16%	-1%	u	7%
Cc1cccc(C(=O)NCC(=O)OCC(=O)NC2CCCCC2)c1	x	9%	48%[activator]	x	x	-9%	36%	x	3%
Cc1cc([N+](=O)[O-])nn1Cc1c(F)c(F)c(F)c(F)c1F	-22%	5%	-1%[58.9 µM]	-3%	-0.5	-2%	1%	28%	-15%

Full records from above.
Shown for COc1cc(-c2nc3nc(C)cc(C)n3c2Nc2ccc(Cl)cc2)ccc1O = Apoferritin bind: 2%; ERG-DNA inh: 9%; Pol iota inh: -2%; BLM inh: -5%; TRHR ag: 2.5; Pol kappa inh: -5%; APE1 inh: x; POLB inh: -6%; 12-LOX inh: -7%
Shown for COc1ccc(-c2cc(C(F)(F)F)n3nc(C(=O)Nc4cccc(C(F)(F)F)c4)c(Br)c3n2)cc1 = Apoferritin bind: 258%[activator]; ERG-DNA inh: 1%; Pol iota inh: 5%; BLM inh: 1%; TRHR ag: -0.9; Pol kappa inh: -2%; APE1 inh: x; POLB inh: -9%; 12-LOX inh: -5%
Shown for CC(=O)N1c2ccc(S(=O)(=O)NCCC(=O)NC3CCCCCC3)cc2CC1C (stereo not drawn) = Apoferritin bind: -14%; ERG-DNA inh: -2%; Pol iota inh: 29%; BLM inh: 2%; TRHR ag: 1.3; Pol kappa inh: -2%; APE1 inh: 45%; POLB inh: -2%; 12-LOX inh: -6%
